Screening data deposited in PubChem BioAssay by several laboratories.
NOD2 RIPK2 PPI – blocks binding of human NOD2 to RIPK2 | O43353 | CHO BLA complementation NOD2-RIPK2, CCF4 ratio | inhibition, % at 4.98 µM | 360,000 tested, 0.38% active; in the data active = inhibition above about 21%;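 also: 0% = vehicle only and 100% = reference blocker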
TRAIL sens C8 – caspase-8 TRAIL sensitization; 360,000 tested, 1% active; NB7+C8 cells + TRAIL, ATPlite viability luminescence; inhibition (viability loss, TRAIL sensitization), % at 10 µM;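 active = compounds causing at least 50% loss of cell viability in the single-dose screen, relative to plate controls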
TROY NFkB inh – blocks TROY-dependent signaling in reporter cells; Q293 LMP1-TROYcd NF-kB luciferase reporter, 4 h; inhibition, % at 10 µM; 360,000 tested, 0.98% active; AID 1347056;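 active = compounds whose plate-normalised and pattern-corrected inhibition of the luciferase reporter signal at the single screening dose is 50% or more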
COUP-TFII inh – NR2F2 (human) inhibition, primary screen | P24468 | 370,000 tested, 0.7% active | inhibition, % at 8.6 µM | HEK293T NGFI-A luciferase reporter, luminescence;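 active = inhibition above a per-plate cutoff, mean inhibition of test wells between control levels plus 3 SD, cut at about 38% in these data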;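 also: cells cotransfected with COUP-TFII expression vector driving the NGFI-A reporter; 0% = median of COUP-TF2 test wells and 100% = reporter-only cells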
Target sequence (P24468 whole entry, looked up): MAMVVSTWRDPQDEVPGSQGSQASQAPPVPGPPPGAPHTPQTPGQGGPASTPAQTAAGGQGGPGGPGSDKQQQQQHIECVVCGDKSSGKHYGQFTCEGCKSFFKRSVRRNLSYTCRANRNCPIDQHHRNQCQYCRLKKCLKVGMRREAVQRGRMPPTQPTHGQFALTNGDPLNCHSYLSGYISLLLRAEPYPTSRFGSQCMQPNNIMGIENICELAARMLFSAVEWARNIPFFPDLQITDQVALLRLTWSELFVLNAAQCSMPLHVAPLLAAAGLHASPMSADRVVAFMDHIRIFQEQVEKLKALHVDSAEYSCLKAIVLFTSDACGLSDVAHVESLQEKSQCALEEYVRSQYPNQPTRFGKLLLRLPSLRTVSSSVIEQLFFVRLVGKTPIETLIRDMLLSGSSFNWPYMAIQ
LRH-1 inv ag – suppresses constitutive activity of human LRH-1; 360,000 tested, 0.13% active; inhibition, % at 3.6 µM; O00482; HEK293T StAR-luciferase reporter, LRH-1 transfected, 24 h;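 active = inhibition above the mean inhibition of all tested compounds plus 3 SD, cut at about 73% in these data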;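 also: 0% = DMSO wells and 100% = reporter-only cells lacking LRH-1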
Target sequence (O00482 whole entry, looked up): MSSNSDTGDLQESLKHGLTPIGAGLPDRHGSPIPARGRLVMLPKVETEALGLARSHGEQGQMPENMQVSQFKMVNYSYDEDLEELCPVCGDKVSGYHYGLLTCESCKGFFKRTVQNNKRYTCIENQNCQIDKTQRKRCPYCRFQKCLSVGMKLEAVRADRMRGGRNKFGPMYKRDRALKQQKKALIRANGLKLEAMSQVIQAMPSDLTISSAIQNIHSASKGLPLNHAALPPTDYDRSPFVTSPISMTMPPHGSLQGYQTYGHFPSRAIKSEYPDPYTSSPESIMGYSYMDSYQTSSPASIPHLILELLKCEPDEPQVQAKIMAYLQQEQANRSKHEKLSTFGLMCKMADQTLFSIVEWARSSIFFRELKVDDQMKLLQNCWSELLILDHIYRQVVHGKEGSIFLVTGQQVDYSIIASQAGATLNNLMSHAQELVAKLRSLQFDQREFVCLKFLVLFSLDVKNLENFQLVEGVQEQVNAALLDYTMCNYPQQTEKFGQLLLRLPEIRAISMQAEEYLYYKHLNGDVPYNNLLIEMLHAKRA
Vif imaging – blocks HIV Vif function; HEK293T cells, Vif self-association by quenched fluorescence, imaging, 24 h; inhibition, % at 7.49 µM; 340,000 tested, 0.35% active; in the data active = inhibition above about 50%, passing the limit was not always enough; inconclusive = no clear call, values can overlap the other calls; inactive = below about 31%; also: some results filed as inactive read as strong as hits
LMP1 NFkB inh – reduces LMP1-driven NF-kappaB luciferase signal; 350,000 tested, 0.69% active; LMP1-induced NF-kappaB luciferase reporter cells, luminescence; inhibition, % at 12.5 µM; in the data active = inhibition above about 41%; inconclusive = no clear call, values can overlap the other calls;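 also: 0% = neutral control wells and 100% = reference inhibitor control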
SRC2 inh – inhibits human steroid receptor coactivator 2 | HEK293 GAL4-SRC2 luciferase reporter, luminescence | inhibition, % at 9 µM | Q15596 | 370,000 tested, 0.17% active | AID 651957;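 active = inhibition above the mean inhibition of all tested compounds plus 3 SD, set per campaign, cut at about 52% in these data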;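 also: 0% = DMSO treated cells and 100% = cells given Gossypol at 36 µM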
NCOA3 inh – inhibits human SRC3 coactivator. inhibition, % at 3.6 µM. 360,000 tested, 0.17% active. Q9Y6Q9. HEK293 GAL4-SRC3 luciferase reporter, luminescence;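 active = inhibition above a per-campaign cutoff, the mean of all compounds plus 3 SD, cut at about 60% in these data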;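 also: 0% = DMSO-treated cells and 100% = gossypol-treated cells at 36 µM; higher means less SRC3-driven luciferase light from the GAL4 reporter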
NCOA1 inh – inhibitors of human steroid receptor coactivator 1 (SRC1); Q15788; HEK293 GAL4-SRC1 luciferase reporter, luminescence; inhibition, % at 3.6 µM; 360,000 tested, 0.12% active; AID 588354;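 active = inhibition above the campaign mean plus 3 SD, with each screening campaign given its own cutoff, cut at about 60% in these data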;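 also: 0% = DMSO treated cells and 100% = gossypol at 36 µM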
TLR9-MyD88 inh – inhibitors of human TLR9-MyD88 binding; AID 504734; Q9NR96+Q99836; 340,000 tested, 0.21% active; CHO BLA complementation TLR9-MyD88, CCF4 FRET ratio; inhibition, % at 4.98 µM;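 active = inhibition above the mean over all tested compounds plus 3 SD, cut at about 21% in these data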;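 also: 0% = DMSO only wells and 100% = clavulanate BLA inhibitor control wells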
The depositor's hits bear a star; ? = inconclusive; nt = no result given. The list is partial; count on the stated rates, not on these rows.

Each structure is followed by: NOD2 RIPK2 PPI, TRAIL sens C8, TROY NFkB inh, COUP-TFII inh, LRH-1 inv ag, Vif imaging, LMP1 NFkB inh, SRC2 inh, NCOA3 inh, NCOA1 inh, TLR9-MyD88 inh
- CC(C)NC(=O)c1ccc(-c2ccccc2C(F)(F)F)o1
 : -15, 5, -43, -48, -70, -1, -17, -31, -38, -59, 0
- Cc1ccc(S(=O)(=O)N2CCCC2)cc1[N+](=O)[O-]
 : -7, -6, -7, -7, 3, -3, 3, -14, -1, -26, -2
- Cc1ccsc1C(=O)N1CCCC(N(C)Cc2ccccc2)C1 (centres undefined)
 : -9, -8, 10, 32, 22, -8, 3, 7, 8, 14, -1
- C=CCNC(=S)Nc1sc2c(c1C(=O)OCC)CC(C)(CC)OC2 (centres undefined)
 : -1, 1, 2, 2, 12, -1, 17, -17, 1, -17, 7
- CS(=O)(=O)N(Cc1ccco1)Cc1ccccc1Cl
 : -4, -5, 14, 3, 2, 7, -2, 13, 6, -32, -7
- COCc1nnc(NC(=O)CCS(=O)(=O)c2ccccc2)s1
 : -7, -6, -8, -3, -11, 3, 7, -6, -10, -15, 2
- O=C1CCCc2sc3c(c2N1)CCCCC3
 : 6, 0, 5, -3, 13, 13, -6, 5, -2, -2, 5
- COCc1ccc(C(=O)N2CCCC(N3CCN(c4ccccc4C)CC3)C2)s1 (centres undefined)
 : 6, 3, 16, -9, 6, -6, 2, 5, 5, -1, -2
- CCOC(=O)C1=C(COC(=O)CNC(=O)c2ccc(Cl)cc2Cl)NC(=O)NC1C (centres undefined)
 : -1, 6, -13, -10, -17, -2, -11, -4, 7, -7, -1
- Cc1ccc(-n2nnnc2-c2cccs2)cc1[N+](=O)[O-]
 : 9, -2, 5, 4, 18, -14, -7, -3, 14, 7, -5
- CN(C(=O)c1ccc(OC2CCN(CCc3ccccc3)CC2)cc1)C1CCOC1 (centres undefined)
 : -1, -6, -2, 7, 0, 6, 10, -9, 19, -19, -1
- O=C(NNC(=O)C1CCCO1)c1ccccc1Cl (centres undefined)
 : 1, 3, 17, -11, 28, -5, 8, -3, -5, -3, 7
- COc1cccc(CNCc2cccc(OC)c2O)c1O
 : -14, -5, -7, -4, 10, -3, 5, 18, -8, 5, -3
- COc1ccc(NC(=O)CCn2nnc(-c3ccc(C)cc3)n2)cc1OC
 : 1, 2, -6, 4, 24, nt, 13, -1, 15, 6, 3
- O=C(/C=C\Nc1ccc(Br)cc1)c1cccnc1
 : -4, 66*, -13, -45, -158, 2, -6, -64, -71, -127, 5
- COc1ccccc1CCNC(=O)Cn1ccc2cc(S(=O)(=O)N3CCC(C)CC3)ccc21
 : -2, 18, 14, 12, 10, 1, -3, 5, 0, 1, 4
- CCOc1ccc(C(=O)NCCC(=O)N2CCC3(CC2)NCCc2[nH]cnc23)cc1OCC
 : -5, -21, -9, 6, 8, 14, 7, -3, 3, 9, 6
- CC(=O)Nc1ccc(/C=C(\C#N)S(=O)(=O)c2ccc(C)cc2)cc1
 : -2, -8, 7, -29, -5, 3, 14, 13, -16, -2, 9
- O=C1c2ccccc2C(=O)N1CCc1csc(-c2ccccc2)n1
 : 3, -5, -36, 6, -24, -4, 2, -26, 2, -13, -3
- COc1cc(OC)cc(OCC(O)Cn2cnc(-c3ccccc3)c2)c1 (centres undefined)
 : -8, -22, -7, -5, -4, 3, 1, -30, -17, -10, -1
- CS(=O)(=O)N1CCC(Oc2ccccc2C(=O)N2CCNC(=O)C2)CC1
 : -3, 0, 1, 10, 1, 1, -3, -19, 9, 0, -2
- CC(=O)C(Cc1ccccc1)NC(=O)COC(=O)c1ccc(-n2cnnn2)cc1 (centres undefined)
 : 2, 2, -1, 14, 13, 1, -2, 6, -6, 7, -10
- CCOc1ccc(C2C(C#N)=C(N)Oc3cc(C)n(CCN(C)C)c(=O)c32)cc1OCC (centres undefined)
 : 7, -6, -1, 7, 11, -7, 2, 3, -8, 1, 7
- COc1ccc(Cc2c(C3CCCCC3)nc3c(Cl)cc(C(F)(F)F)cn23)c(C)c1
 : -7, -4, -36, -7, 2, nt, nt, 1, nt, nt, nt
- COC(=O)c1ccccc1N1C(=O)C2C(C1=O)C1C=CC2C12CC2 (centres undefined)
 : 2, -4, -1, 4, 5, 8, -11, 1, 11, 8, 0
- COc1ccc(/C=N/NC(=O)CCc2n[nH]c(=O)[nH]c2=O)cc1OC
 : -7, -8, 10, 17, 8, 5, 1, -6, 11, -1, 0
- Cc1cc2oc3cc(NCCC4CCCN4C)ccc3c(=O)c2cc1C (centres undefined)
 : -4, 35, -36, -20, -56, -4, -21, -41, -53, -48, -10
- COc1cccc(CNC(=O)c2ccc3nc[nH]c3c2)c1
 : -3, -17, -13, -7, -6, 12, -13, 4, -4, -19, -13
- CCCNC(=O)CSc1ccc(S(=O)(=O)N2CCCC2)cn1
 : 0, -3, 14, -5, -19, 11, -2, -8, -7, 11, -9
- CC(C)(O)[C@H](O)COc1c2ccoc2cc2oc(=O)ccc12
 : 3, 6, -42, 3, 13, nt, -8, -27, -6, 1, -1
- Cc1cc(Cl)nc(-n2nc(C)cc2C)n1
 : -5, 9, 1, -10, -1, 3, nt, -8, 7, 3, nt
- CCCOC(=O)COC(=O)c1ccccc1NC(=O)c1ccccc1
 : -8, 1, -6, -11, 2, 1, 15, 11, 12, -23, 7
- O=C(Cn1c(=O)cnc2ccccc21)NNC(=O)c1ccccc1Cl
 : 5, -2, 1, -3, -4, 3, 4, -12, 2, -4, -10
- CCN(CC)S(=O)(=O)c1cccc(C(=O)Nc2ccc3c(c2)OCO3)c1
 : -4, 16, -58, -19, -88, 0, -23, -33, -43, -50, -7
- CCCNC(=O)C1CCCN(S(=O)(=O)c2ccc3c(c2)CC(C)N3C(=O)C2CC2)C1 (centres undefined)
 : -14, -16, -7, 9, -26, nt, 1, -7, 0, 7, 4
- COC(=O)C1OC(OC2CC[C@]3(C)C(CC[C@@]4(C)[C@@H]3CC=C3[C@@H]5CC(C)(C)CC[C@]5(C(=O)OC5OC(CO)C(O)C(O)C5O)CC[C@]34C)C2(C)C)C(O)C(O)C1O[C@H]1OCC(O)C(O)C1O (some centres undefined)
 : -4, -12, 5, nt, -5, 4, -5, nt, -3, 8, -4
- COc1ccc2nccnc2c1[N+](=O)[O-]
 : -11, 15, 2, 3, 8, -2, 0, -4, 19, 17, -9
- O=C(NCc1ccco1)/C(=C/c1ccc(Br)cc1)NC(=O)c1ccco1
 : -6, 4, -11, -8, -11, 3, -1, 8, 9, -22, 2
- Cc1ccc(SCC(=O)OCC(=O)N(CCC#N)c2ccccc2)cc1
 : 0, -1, -11, 2, 31, 11, 7, 2, 4, -13, 8
- COc1cccc(OCc2cc(C(=O)N3CCN(c4ccccc4OC)CC3)no2)c1
 : -25, -7, -34, -18, -129, -6, -29, -17, -60, -42, 1
- CCc1ccc(C(=O)NNC(=O)CCc2nc3ccccc3c(=O)[nH]2)cc1
 : -10, 14, 7, -5, -1, 4, -3, -10, -26, -4, -26
- CCCCCn1c(SCC#N)nc2cc(C(=O)NCC3CCCO3)ccc2c1=O (centres undefined)
 : -4, -9, 0, -11, -10, ?, 9, 7, 0, 0, -2
- O=C(NCc1ccc2c(c1)OCO2)c1nnc(Cc2ccc(F)cc2)o1
 : -6, -8, -17, 13, 0, 9, 6, 0, 4, 13, -4
- CC(=O)c1oc2ccccc2c1NC(=O)CCCN1C(=O)c2ccccc2C1=O
 : -12, 1, 8, 4, -7, 1, 2, 4, 2, -19, 1
- COC(=O)c1c(-c2ccc(N(C)C)cc2)oc2c1C(OC)CCC2 (centres undefined)
 : -1, 10, -4, -36, -48, nt, nt, -39, nt, nt, nt
- CCn1c(O)c(/C=N/N=C/c2ccccc2)c2ccc(C3=NNC(=O)CC3)cc21
 : -2, 16, 5, -8, 0, 22, 3, -57, -11, -36, 6
- CCOC(=O)C1=C(C)NC(=O)NC1c1cc(Br)c(O)c(OC)c1 (centres undefined)
 : -4, 4, 1, -21, -4, nt, 4, 4, -31, 1, -7
- O=C(NC(=S)NNC(=O)c1ccccc1O)c1cccc([N+](=O)[O-])c1
 : 1, 14, -38, -7, -1, -3, 1, -29, -3, -44, -8
- O=C(Cc1ccccc1)NCCS(=O)c1ccc(Cl)cc1 (centres undefined)
 : 5, -17, 12, -3, 9, 8, -3, 0, 0, -14, 2
- O=C1NC[C@@H](CCCCN2C[C@H](Cc3ccc(O)cc3)N(Cc3ccccc3)C(=O)C2=O)N(Cc2ccccc2)C1=O
 : -7, -17, -9, -3, -10, nt, nt, 9, nt, nt, nt
- Cc1ccc(S(=O)(=O)N2CCN(C(=O)n3ccnc3)CC2)cc1
 : 1, -6, -2, 5, 16, 43, 2, 15, -15, -13, 6
- O=C(NCCCN1CCN(c2ccccc2F)CC1)C1CCN(S(=O)(=O)c2cccs2)CC1
 : -1, 1, 19, 24, 9, -3, 9, 11, 18, 12, 6
- O=C(NCCCc1nc2ccccc2[nH]1)c1cccs1
 : -5, 1, -14, 7, -10, 2, -10, 8, 1, -18, 10
- CCOc1ccc(NC(=O)C2=NN(c3ccccc3)C(=O)CC2)cc1S(=O)(=O)N1CCCCC1
 : -3, 16, 34, 12, 4, -11, 2, -18, 14, 5, -2
